Vif-A3F inh: qHTS for Inhibitors of Vif-A3F Interactions: qHTS; 390,000 tested, 0.2% active; HeLa A3F-eYFP + Vif (tagged APOBEC3F with the HIV-1 protein that degrades it), YFP fluorescence increase; Potency, µM (titrated, usually from 46.1 µM), inactives show at the highest dose activity, negative = active; also: potency is read from the fitted curve at half-maximal effect; % of control where 0% means no effect; nearly all actives have a fitted effect of over 65% in size
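HeLa cells stably expressing A3F-eYFP plus Vif, plated and incubated overnight at 37 deg C, then exposed to compounds overnight at 37 deg C. Blocked degradation read as raised yellow fluorescence (Ex 488/Em 500-530).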
D2 antag: HTS Assay for Allosteric Antagonists of the Human D2 Dopamine Receptor: Primary Screen for Antagonists; D(2) dopamine receptor (Homo sapiens), P14416; HEK293 TREx D2 cells, calcium flux, dopamine EC80; inhibition, % at 10 µM; 340,000 tested, 2% active; AID 485344, 2010; in the data active = inhibition above about 30%; also: 0% is about no effect
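Read-out: kinetic calcium fluorescence (1 cycle/s) in inducible HEK293 T-REx D2 cells after an EC80 dopamine addition that followed 180 s compound preincubation. Loss of the dopamine response indicates antagonism.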
Glioma ERSR ind: qHTS for Inducers of the Endoplasmic Reticulum Stress Response (ERSR) in Human Glioma: qHTS. Potency, µM, for the others: at the top dose activation, hits mostly activators. U87-MG GRP78 promoter luciferase reporter, 16 h. 420,000 tested, 0.02% active. AID 602332, 2012; also: potency is read from the fitted curve at half-maximal effect; series mostly up to about 76 µM; % of control where 0% means no effect; nearly all actives have a fitted effect of over 35% in size
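ERSR induction read as luciferase luminescence (Bright-Glo, 10 min at room temperature) in stably transfected human U87-MG glioma cells exposed to compounds for 16 h, using GRP78 as sensor.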
LDHA block: qHTS assay for inhibitors of human lactate dehydrogenase. activity change, % (values are at about 110 or 230 µM). L-lactate dehydrogenase A chain (Homo sapiens), P00338. 480,000 tested, 0.15% active. purified LDHA, NADH/diaphorase-resazurin fluorescence; active compounds read low; in the data active = activity change below about -30%; inconclusive = mostly about -25% to -30%;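 also: plate controls were DMSO wells for no effect and wells without enzyme for full effect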
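Human LDH5 (2 nM) was incubated with 0.06 mM NADH and 0.2 mM pyruvate for 5 min at room temperature in Tris pH 7.4. Remaining NADH was coupled through diaphorase/resazurin, and resorufin fluorescence was read at 0 and 20 min.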
ERG Ets-DNA blk: qHTS for Small Molecule Inhibitors of the ERG Ets/DNA interaction | Transcriptional regulator ERG (Homo sapiens), P11308 | fluorescence polarization, His-ERG Ets domain / labelled DNA | Potency, µM (doses to about 76.9 µM), for the others: at the top dose FP activity, negative = inhibition, usual class: inhibitors | 370,000 tested, 0.028% active | AID 624246, 2012; active = well fitted inhibition curve with a large enough effect in the polarisation, with a control signal flat; inconclusive = small, poorly fitted or top-dose-only effect, or effect the other way, or a change in a side signal; inactive = no such curve, though single readings can be large or run the other way; the % refers to the polarisation;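 also: polarization taken with two DNA probes labelled with fluorescein and Texas red; potency is read from the fitted curve at half-maximal effect; % of control where 0% means no effect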
Target sequence (P11308 whole entry, looked up, the tested form may be a part): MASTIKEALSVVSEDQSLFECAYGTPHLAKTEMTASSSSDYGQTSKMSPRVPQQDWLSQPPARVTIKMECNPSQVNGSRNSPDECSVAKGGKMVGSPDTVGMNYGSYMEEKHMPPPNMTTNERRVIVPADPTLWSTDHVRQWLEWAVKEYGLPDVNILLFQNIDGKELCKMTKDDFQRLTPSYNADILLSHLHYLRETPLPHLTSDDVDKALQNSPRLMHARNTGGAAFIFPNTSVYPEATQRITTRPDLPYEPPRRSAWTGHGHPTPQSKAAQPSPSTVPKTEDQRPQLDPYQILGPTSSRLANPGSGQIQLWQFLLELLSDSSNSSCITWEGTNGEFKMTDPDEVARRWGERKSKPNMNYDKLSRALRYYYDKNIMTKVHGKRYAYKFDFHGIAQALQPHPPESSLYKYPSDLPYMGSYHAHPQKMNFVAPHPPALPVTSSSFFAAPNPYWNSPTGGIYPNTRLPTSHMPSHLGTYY
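His-tagged ERG Ets domain (1 uM in the protein solution; 300mM KCl, 50mM Tris-HCl, 1mM EDTA, 1mM DTT, pH 7.5) received compound, then a probe mix of 5 nM fluorescein-DNA and 100nM Texas-615-DNA. Fluorescence polarization was read for both dyes.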
RGS4 inh: Inhibitors of Regulator of G Protein Signaling (RGS) 4: qHTS; 390,000 tested, 0.039% active; Regulator of G-protein signaling 4 (Homo sapiens), P49798; AID 504845, 2011; Potency, µM (titrated, usually from 114 µM), inactives show top-dose activity change, negative = inhibition, usual class: inhibitors; Transcreener GDP fluorescence polarization, RGS4-accelerated GTP hydrolysis; also: potency is read from the fitted curve at half-maximal effect; % is scaled to controls: 0 for no effect and ±100 for the full control effect; nearly all actives have a fitted effect of over 75% in size; some results filed as inactive show a strong effect at the top dose
Target sequence (P49798 whole entry, looked up): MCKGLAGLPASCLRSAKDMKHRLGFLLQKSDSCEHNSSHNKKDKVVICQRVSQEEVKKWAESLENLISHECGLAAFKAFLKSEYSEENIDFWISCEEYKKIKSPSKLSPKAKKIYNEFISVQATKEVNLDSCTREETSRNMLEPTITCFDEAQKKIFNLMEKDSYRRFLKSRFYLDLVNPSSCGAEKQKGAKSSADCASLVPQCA
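MLSMR compounds (23 nl, pin-transferred) preincubated 10 min at room temperature with a 500nM (2x) first reagent, then RGS4 at 900nM (2x) plus Transcreener GDP mix added; fluorescence polarization (620/688 nm) read before and after 90 min at 30 °C.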
Vif-APOBEC3G blk: qHTS for Inhibitors of Vif-A3G Interactions: qHTS | Potency, µM (top dose mostly 46.1 µM), without a hit: top-dose activity, negative = active, usual class: inhibitors | 410,000 tested, 0.076% active | AID 602310, 2012 | HeLa A3G-eYFP + Vif (tagged APOBEC3G with the HIV-1 protein that degrades it), YFP fluorescence, overnight;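 also: potency is read from the fitted curve at half-maximal effect; % is scaled to controls: 0 for no effect and ±100 for the full control effect; nearly all actives have a fitted effect of over 60% in size; hits raise eYFP signal because A3G escapes Vif-driven loss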
Target sequence (Q9HC16 whole entry, looked up): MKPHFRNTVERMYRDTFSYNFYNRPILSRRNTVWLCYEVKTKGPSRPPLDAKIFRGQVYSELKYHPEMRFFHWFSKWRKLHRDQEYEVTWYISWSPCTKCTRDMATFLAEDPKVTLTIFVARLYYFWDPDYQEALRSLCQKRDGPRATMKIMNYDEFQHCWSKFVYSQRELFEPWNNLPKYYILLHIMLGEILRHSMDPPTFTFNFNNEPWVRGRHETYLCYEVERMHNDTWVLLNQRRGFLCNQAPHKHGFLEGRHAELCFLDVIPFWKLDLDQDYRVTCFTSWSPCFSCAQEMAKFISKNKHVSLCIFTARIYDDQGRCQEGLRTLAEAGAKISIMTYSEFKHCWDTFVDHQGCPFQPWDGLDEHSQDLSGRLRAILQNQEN
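Read-out is eYFP fluorescence (Ex 488/Em 500-530) from Vif-expressing HeLa A3G-eYFP cells; more signal means A3G escaped Vif-mediated degradation. Cells plated overnight, compound pinned in, incubated overnight at 37 deg C.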
D2 agonist: HTS Assay for Allosteric Agonists of the Human D2 Dopamine Receptor: Primary Screen for Agonists; HEK293 T-REx D2 cells, calcium flux agonist mode; activation, % at 2 µM; 340,000 tested, 0.53% active;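 active = activation over 3 SD above normal in the single-dose calcium agonist read, cut at about 30% in these data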; also: 0% is about no effect
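Tetracycline-induced HEK293 T-REx cells with force-coupled D2 receptor, plated overnight at 30 C, loaded with no-wash calcium dye. After a 10 s baseline, compound was pin-added and calcium flux read kinetically for 180 s; calcium rises flagged agonists.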
ALOX12 inh: Primary qHTS assay for inhibitors of human arachidonate 12S-lipoxygenase (ALOX12): Round 2 | Polyunsaturated fatty acid lipoxygenase ALOX12 (Homo sapiens), P18054 | purified 12hLO, xylenol orange hydroperoxide absorbance | Potency, µM (series often up to 108 µM), inactives show at the highest dose activity change, negative = inhibition, most hits filed as inhibitors | 580,000 tested, 1.1% active; also: potency is read from the fitted curve at half-maximal effect; % is scaled to controls: 0 for no effect and ±100 for the full control effect
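Purified human 12hLO (150 nM final) in 25 mM Hepes, 0.01% Triton X-100, pH 7.0 was preincubated 15 min at room temperature with compound. Then 40 uM arachidonic acid was added, 30 min. Hydroperoxide was read by Fe-XO absorbance ratio 573/405 nm.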
Active calls of the source: *; [ ] = another dose, or the depositor's remark. Unless noted, calls follow the shape of the dose curve; as a rule, active = well fitted curve in the direction sought with a large enough effect; inconclusive = small, poorly fitted or top-dose-only effect, or another doubt; inactive = no such curve, though single readings can be large; an effect the other way counts as inactive or inconclusive. An excerpt (hit frequency here may not be typical).

For CC(C(=O)NCC1CCCCC1)N(C)Cc1ccc(Cl)cc1 (configuration not stated) the results were Vif-A3F inh -14%, Glioma ERSR ind -2%, LDHA block 2, ERG Ets-DNA blk 6%, RGS4 inh -12%, Vif-APOBEC3G blk 2% and ALOX12 inh -2%.
Screening Cc1ccc(-c2nn(-c3cc(N4CCNCC4)ccc3[N+](=O)[O-])c(=O)c3ccccc23)cc1 returned Vif-A3F inh -1%, D2 antag -2, Glioma ERSR ind -3%, LDHA block -4, ERG Ets-DNA blk -7%, RGS4 inh -18%, Vif-APOBEC3G blk 0%, D2 agonist 2.6 and ALOX12 inh -17%.
`Cc1ccc(-c2nn(C)c(=O)c3ccccc23)cc1CNC(=O)/C=C/c1ccccc1` gave Vif-A3F inh -2%, D2 antag 10, Glioma ERSR ind -2%, LDHA block -15, ERG Ets-DNA blk -1%, RGS4 inh 24%, Vif-APOBEC3G blk -3%, D2 agonist 0.4 and ALOX12 inh 0%.
CCC(=O)Nc1ccc(S(=O)(=O)NC[C@H]2O[C@@H](n3cnc4c(=O)[nH]c(N)nc43)[C@H](O)[C@@H]2O)cc1 was read as Glioma ERSR ind 2%, LDHA block -8, Vif-APOBEC3G blk 2% and ALOX12 inh 0%.
Screening CCC(CO)Oc1cc(NCc2ccc(Cl)cc2Cl)c2ncn(C(C)C)c2c1 (configuration not stated) returned Vif-A3F inh 4%, Glioma ERSR ind -4%, LDHA block 8, ERG Ets-DNA blk 12%, RGS4 inh 35%, Vif-APOBEC3G blk -11% and ALOX12 inh -9%.
Screening CCc1ccc(S(=O)(=O)N2CCN(Cc3ccco3)CC2)cc1 returned Vif-A3F inh -4%, D2 antag -1, Glioma ERSR ind -3%, LDHA block -4, ERG Ets-DNA blk -8%, RGS4 inh -47%, Vif-APOBEC3G blk -4%, D2 agonist -1.3 and ALOX12 inh 9%.
`CCCn1c(SCC(=O)N2c3ccccc3CC2C)nnc1-c1ccco1` (configuration not stated) gave Vif-A3F inh 5%, D2 antag -21, Glioma ERSR ind -3%, LDHA block -5, ERG Ets-DNA blk -3%, RGS4 inh 38%, Vif-APOBEC3G blk 0%, D2 agonist 0.6 and ALOX12 inh 0%.
`CCC(=O)N1CCc2cc(Br)cc(S(=O)(=O)CCC(=O)NCc3cccc(OC)c3)c21` gave Vif-A3F inh -1%, Glioma ERSR ind -3%, LDHA block -3, ERG Ets-DNA blk 4%, RGS4 inh 13%, Vif-APOBEC3G blk 2%, D2 agonist 0.2 and ALOX12 inh -25%.
O=C(Nc1ccc(Cl)cc1)c1csc(-c2ccccc2)n1 was read as Vif-A3F inh -2%, D2 antag 9, Glioma ERSR ind 3%, LDHA block -5, ERG Ets-DNA blk 0%, RGS4 inh 12%, Vif-APOBEC3G blk 0%, D2 agonist 2.7 and ALOX12 inh -8%.
CCc1ccc(C(=O)c2cn(CC(=O)NCc3ccc(C)cc3)c3nc(C)ccc3c2=O)cc1 was read as Vif-A3F inh -2%, Glioma ERSR ind -6%, LDHA block 0, ERG Ets-DNA blk 9%, RGS4 inh 7%, Vif-APOBEC3G blk -1%, D2 agonist 0.0 and ALOX12 inh inconclusive.
O=C(CSc1nc(Nc2ccccc2)nc(N2CCOCC2)n1)N1CCCC1 was read as Vif-A3F inh 4%, D2 antag 15, Glioma ERSR ind -3%, LDHA block -2, ERG Ets-DNA blk 1%, RGS4 inh 17%, Vif-APOBEC3G blk -2%, D2 agonist -0.1 and ALOX12 inh 0%.
For O=C(COC(=O)c1nc(Cl)ccc1Cl)c1ccc(Cl)s1 the results were Vif-A3F inh -1%, D2 antag 12, Glioma ERSR ind -1%, LDHA block -10, ERG Ets-DNA blk -3%, RGS4 inh 12%, Vif-APOBEC3G blk -2%, D2 agonist -1.3 and ALOX12 inh -7%.
For CCCN(C(=O)CSc1ccccc1C(=O)O)C1CCS(=O)(=O)C1 (configuration not stated) the results were Vif-A3F inh 2%, Glioma ERSR ind -2%, LDHA block 1, ERG Ets-DNA blk 2%, RGS4 inh -3%, Vif-APOBEC3G blk 0% and ALOX12 inh 4%.
`CC(CC(=O)Nc1nccs1)c1ccccc1` (configuration not stated) gave Vif-A3F inh 13%, D2 antag 20, Glioma ERSR ind 2%, LDHA block -9, ERG Ets-DNA blk 18%, RGS4 inh 5%, Vif-APOBEC3G blk 0%, D2 agonist 0.1 and ALOX12 inh inconclusive.
Screening O=C(CCC(=O)Nc1ccc(Br)cc1)N/N=C/c1ccc(F)cc1 returned Vif-A3F inh -2%, D2 antag 18, Glioma ERSR ind -6%, LDHA block -15, ERG Ets-DNA blk -6%, RGS4 inh 16%, Vif-APOBEC3G blk 1%, D2 agonist -0.4 and ALOX12 inh 5%.
Cc1ccc(S(=O)(=O)NC(C)(C)CN2CCC(Cc3ccccc3)CC2)cc1 was read as Vif-A3F inh -6%, D2 antag 19, Glioma ERSR ind -8%, LDHA block -7, ERG Ets-DNA blk 18%, RGS4 inh -7%, Vif-APOBEC3G blk 1%, D2 agonist -1.1 and ALOX12 inh inconclusive.
Screening Cc1[nH]c2ccccc2c1-c1nc2ccccc2[nH]1 returned Vif-A3F inh 5%, D2 antag 8, Glioma ERSR ind -4%, LDHA block -3, ERG Ets-DNA blk -1%, RGS4 inh 26%, Vif-APOBEC3G blk -15%, D2 agonist 0.8 and ALOX12 inh 33%[activator][57.4 µM].
Screening CCOC(=O)c1csc(NC(=O)CN2CCOCC2)n1 returned Vif-A3F inh 2%, D2 antag -17, Glioma ERSR ind -3%, LDHA block -7, ERG Ets-DNA blk 3%, RGS4 inh 14%, Vif-APOBEC3G blk 0%, D2 agonist 1.1 and ALOX12 inh inconclusive.
`COc1cc(C(=O)NC2CCN(Cc3nnnn3Cc3ccc(F)cc3)CC2)cc(OC)c1OC` gave Vif-A3F inh 5%, D2 antag -7, Glioma ERSR ind -5%, LDHA block -8, ERG Ets-DNA blk 5%, RGS4 inh -8%, Vif-APOBEC3G blk -5%, D2 agonist -0.6 and ALOX12 inh 10%.
Screening S=c1[nH]ccn1-c1ccc(Cl)cc1 returned Vif-A3F inh -21%, D2 antag 0, Glioma ERSR ind 1%, LDHA block -7, ERG Ets-DNA blk -1%, RGS4 inh -25%, Vif-APOBEC3G blk -1%, D2 agonist -0.9 and ALOX12 inh -20%.
CCOc1ccc2nc(NC(=O)CSc3nnc(-c4ccncc4)n3CC3CCCO3)sc2c1 (configuration not stated) was read as Vif-A3F inh -2%, D2 antag -3, Glioma ERSR ind -6%, LDHA block 1, ERG Ets-DNA blk 11%, RGS4 inh 13%, Vif-APOBEC3G blk -1%, D2 agonist -0.1 and ALOX12 inh 5%.
Screening COc1ccc(CNC(=O)[C@@H](Cc2ccccc2)NC(=O)CC[C@H]2O[C@@H](n3ccc(=O)[nH]c3=O)[C@H](O)[C@@H]2O)cc1 returned Glioma ERSR ind -4%, LDHA block -13, Vif-APOBEC3G blk -2% and ALOX12 inh inconclusive.
Cc1csc(NC(=O)c2ccccc2O)n1 was read as Vif-A3F inh -3%, D2 antag 17, Glioma ERSR ind 2%, LDHA block 5, ERG Ets-DNA blk 12%, RGS4 inh 6%, Vif-APOBEC3G blk -3%, D2 agonist 0.4 and ALOX12 inh 295%[activator].
COc1ccccc1Nc1c2c(nc3ccc(NC(=O)c4ccc(OC)c(OC)c4)cc13)CCCC2 was read as Vif-A3F inh -3%, Glioma ERSR ind -6%, LDHA block 5, ERG Ets-DNA blk 1%, RGS4 inh -49%, Vif-APOBEC3G blk -26%, D2 agonist -1.2 and ALOX12 inh inconclusive.

3 structures from above, arranged by molecular weight, low to high:
`CC(CC(=O)Nc1nccs1)c1ccccc1` (configuration not stated) gave Vif-A3F inh 13%, D2 antag 20, Glioma ERSR ind 2%, LDHA block -9, ERG Ets-DNA blk 18%, RGS4 inh 5%, Vif-APOBEC3G blk 0%, D2 agonist 0.1 and ALOX12 inh inconclusive.
Screening Cc1[nH]c2ccccc2c1-c1nc2ccccc2[nH]1 returned Vif-A3F inh 5%, D2 antag 8, Glioma ERSR ind -4%, LDHA block -3, ERG Ets-DNA blk -1%, RGS4 inh 26%, Vif-APOBEC3G blk -15%, D2 agonist 0.8 and ALOX12 inh 33%[activator][57.4 µM].
Screening O=C(CCC(=O)Nc1ccc(Br)cc1)N/N=C/c1ccc(F)cc1 returned Vif-A3F inh -2%, D2 antag 18, Glioma ERSR ind -6%, LDHA block -15, ERG Ets-DNA blk -6%, RGS4 inh 16%, Vif-APOBEC3G blk 1%, D2 agonist -0.4 and ALOX12 inh 5%.
